LYPLA2 inh = counter-screen for PME1 inhibitors: inhibitors of human LYPLA2; O95372; recombinant LYPLA2, FP-Rh probe fluorescence polarization; inhibition, % at 5.9 µM; 320,000 tested, 0.38% active; AID 2177;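 active means inhibition above the screen-wide mean plus 3 SD, limit set per campaign, cut at about 26% in these data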;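 further: 0% = LYPLA2 with DMSO and 100% = wells lacking LYPLA2 enzyme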
GSTO1 counter = blocks human GSTO1 in RBBP9 counter-screen; recombinant GSTO1, activity-based probe fluorescence polarization; 300,000 tested, 1.1% active; inhibition, % at 5.96 µM;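 active means inhibition above the campaign mean inhibition plus 3 SD, cut at about 35% in these data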;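 further: 0% = GSTO1-1 with DMSO and 100% = wells lacking GSTO1-1 enzyme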
PAFAH1B2 FP inh = blocks human PAF acetylhydrolase 1b catalytic subunit 2 | P68402 | inhibition, % at 3.39 µM | recombinant PAFAH1B2, FP-rhodamine activity probe, fluorescence polarization | 340,000 tested, 1.2% active | AID 492953;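 active means inhibition above the mean of all tested compounds plus 3 SD, cut at about 24% in these data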;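 further: 0% = enzyme with DMSO and 100% = wells lacking PAFAH1B2; many of its hits are not listed in these tables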
Target sequence (P68402 whole entry, looked up): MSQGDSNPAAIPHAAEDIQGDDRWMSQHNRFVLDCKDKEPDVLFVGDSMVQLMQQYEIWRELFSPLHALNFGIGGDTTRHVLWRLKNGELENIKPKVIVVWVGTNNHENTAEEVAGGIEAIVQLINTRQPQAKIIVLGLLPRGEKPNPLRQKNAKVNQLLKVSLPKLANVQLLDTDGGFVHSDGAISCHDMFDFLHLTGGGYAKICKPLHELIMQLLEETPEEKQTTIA
LYPLA1 inh = blocks human lysophospholipase 1, a PME1 counter-screen | recombinant LYPLA1, FP-Rh probe fluorescence polarization | AID 2174 | 320,000 tested, 0.16% active | inhibition, % at 5.9 µM | O75608;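 active means inhibition above the mean of all tested compounds plus 3 SD, set per campaign, cut at about 14% in these data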;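 further: inhibitors block serine hydrolase probe labeling of LYPLA1 so polarization falls; 0% = enzyme with DMSO and 100% = wells lacking LYPLA1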
PAD4 FP inh = PAD4 (human) enzyme inhibition; 330,000 tested, 0.41% active; Q9UM07; recombinant PAD4, RCA probe fluorescence polarization; inhibition, % at 6.36 µM;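 active means percent inhibition above a cutoff equal to the mean of all tested compounds plus 3 SD, cut at about 15% in these data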;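 further: 0% = PAD4 with RCA probe and DMSO and 100% = probe without PAD4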
Target sequence (Q9UM07 whole entry, looked up): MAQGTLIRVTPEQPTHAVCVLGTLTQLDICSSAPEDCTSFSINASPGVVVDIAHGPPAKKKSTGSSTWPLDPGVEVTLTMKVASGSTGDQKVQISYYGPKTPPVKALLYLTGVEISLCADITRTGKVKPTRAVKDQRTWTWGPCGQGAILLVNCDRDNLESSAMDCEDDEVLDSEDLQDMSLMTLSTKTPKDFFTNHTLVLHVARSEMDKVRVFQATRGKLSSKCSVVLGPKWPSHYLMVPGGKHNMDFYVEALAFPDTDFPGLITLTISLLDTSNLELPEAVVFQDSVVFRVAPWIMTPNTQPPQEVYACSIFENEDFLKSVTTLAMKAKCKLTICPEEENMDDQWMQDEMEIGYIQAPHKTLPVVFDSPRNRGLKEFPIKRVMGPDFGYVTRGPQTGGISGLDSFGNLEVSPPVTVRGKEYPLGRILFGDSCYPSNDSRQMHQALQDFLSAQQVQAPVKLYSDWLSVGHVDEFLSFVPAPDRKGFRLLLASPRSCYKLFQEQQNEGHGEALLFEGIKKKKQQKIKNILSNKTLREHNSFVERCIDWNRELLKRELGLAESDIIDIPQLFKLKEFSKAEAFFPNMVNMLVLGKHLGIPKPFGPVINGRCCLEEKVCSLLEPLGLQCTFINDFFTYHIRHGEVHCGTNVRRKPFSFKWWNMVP
PAFAH1B3 inh = inhibitors of human PAFAH1B3 | 340,000 tested, 0.28% active | inhibition, % at 3.39 µM | recombinant PAFAH1B3, FP-rhodamine probe, fluorescence polarization | AID 492972 | Q15102;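 active means inhibition above the screen-wide average of all tested compounds plus 3 SD, cut at about 25% in these data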;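 further: 0% = enzyme with DMSO only and 100% = wells lacking PAFAH1B3 protein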
pPAFAH inh = pPAFAH (human) enzyme inhibition. Q13093. recombinant pPAFAH, FP-rhodamine probe fluorescence polarization. inhibition, % at 3.39 µM. 330,000 tested, 1.5% active. AID 463082;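 active means inhibition above the mean inhibition across the screen plus 3 SD, cut at about 25% in these data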;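 further: inhibitors block binding of the rhodamine activity-based probe so polarization drops; 0% = enzyme with DMSO and 100% = wells lacking pPAFAH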
PME-1 primary = blocks human protein phosphatase methylesterase 1; Q9Y570; inhibition, % at 5.9 µM; recombinant PME-1, FP-Rh probe fluorescence polarization; AID 2130; 320,000 tested, 0.53% active;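 active means inhibition above the campaign mean of all compounds plus 3 SD, cut at about 26% in these data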;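 further: competitive labeling of PME-1 active site by serine hydrolase directed probe; 0% = PME-1 with DMSO and 100% = wells lacking PME-1 enzyme; inhibitors block probe labeling so polarization falls and inhibition rises; many of its hits are not listed in these tables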
PREPL inhibitor = inhibits the human prolyl oligopeptidase-like enzyme; recombinant PREPL, fluorescence polarization activity-based probe; 320,000 tested, 0.68% active; Q4J6C6; inhibition, % at 5.96 µM; in the data active means inhibition above about 43%;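 further: 0% = enzyme with DMSO and 100% = wells lacking enzyme; many of its hits are not listed in these tables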
* marks the source's active call; other numbers are inactive results; / = no result given; & = joins results of further samples. Not all compounds are listed; count on the stated rates, not on these rows.

SMILES	LYPLA2 inh	GSTO1 counter	PAFAH1B2 FP inh	LYPLA1 inh	PAD4 FP inh	PAFAH1B3 inh	pPAFAH inh	PME-1 primary	PREPL inhibitor
O=C(O)c1ccc(CN(Cc2ccccc2)S(=O)(=O)c2ccc(Cl)cc2)cc1	-1	3	13	0	3	9	2	-3	9
CCOc1ccc(OCC)c(NC(=O)CCCN2C(=O)c3cccnc3C2=O)c1	8	-2	6	4	2	5	0	2	12
CN1CCN(C(=O)c2cccc(S(=O)(=O)N3CCCC3)c2)CC1	0	/	-2	-1	-2	0	-1	1	8
Cc1nc(SCC(=O)NCC2CCCO2)c2oc3ccccc3c2n1 (stereo unspecified)	-8	-9	2	-2	0	-1	-5	-6	4
CCCCN1CC[C@H]2C=CC[C@@H](C(=O)Nc3nccs3)[C@H]2C1=O	-3	-1	2	-4	-4	-3	2	0	-2
O=C(Nc1nccs1)c1ccc(Cl)cc1[N+](=O)[O-]	10	6	4	1	-3	5	7	-6	15
O=C(NCCN1CCOCC1)c1cccn2c(=O)c3c4c(sc3nc12)CCCC4	1	-5	/	4	-6	/	1	-2	9
CC1=NN(c2ccccc2)C(=O)/C1=C/c1cccs1	4	55*	6	1	35*	12	7	0	3
CC(C)[C@H](NC(=O)c1ccc(Br)cc1)C(=O)NC1CCCCC1	-2	/	-1	-1	-2	-1	-1	-3	0
COc1ccc(-c2nnn(CC(=O)N(CCCN3CCOCC3)C(C(=O)NC3CCCC3)c3ccco3)n2)cc1 (stereo unspecified)	0	1	7	0	-7	6	-4	-1	8
CCOc1ccc(C(=O)NCCc2cnc[nH]2)cc1OCC	-8	0	8	-6	6	10	-1	-5	-5
O=C(NCc1ccco1)c1nn2cccnc2c1Cl	6	21	6	1	6	3	-1	-2	14
COC(=O)c1ccc(C(=O)N=c2sccn2C)cc1	-1	2	2	5	-3	7	3	-3	-9
O=C(Cc1ccccc1)NCCSCc1ccc(Cl)cc1	9	3	29*	5	2	12	24	1	-8
CCOC(=O)Nc1ccc2c(CN(C)Cc3ccc(F)cc3)cc(=O)oc2c1	-1	1	-2	-2	2	5	2	-2	-1
O=C(COC(=O)CCNS(=O)(=O)c1cccc(C(F)(F)F)c1)NC(=O)NC1CCCCC1	-5	1	2	-2	-2	5	22	9	5
CCOC(=O)c1cnn(-c2ccccc2)c1-n1cccc1C(=O)C(=O)Nc1ccc(F)cc1	-5	-1	2	-1	3	1	1	-8	-6
O=C(c1ccccc1F)N1CCCC(C(=O)N2CCc3ccccc3C2)C1 (stereo unspecified)	3	1	3	-3	6	-5	0	15	31
CCN(CC(=O)NC(C)(C)C)C(=O)CN1c2cccc3cccc(c23)S1(=O)=O	7	8	-3	2	-2	5	4	5	2
Cc1ccc(-n2nc(C)c3c2NC2=C(C(=O)CC(C)(C)C2)C3c2ccccc2OCC(=O)O)cc1 (stereo unspecified)	1	-1	-1	1	1	13	9	-5	3
CCN(CC)C(=O)CSc1nnc(-c2cnccn2)n1-c1ccccc1	0	-1	-4	-2	-3	4	-2	-10	17
O=C(NCc1ccc(Cl)s1)C1CCC(=O)N(CCc2ccccn2)C1 (stereo unspecified)	10	-2	10	2	3	9	0	0	2
O=C(CSc1nnc(NC(=O)c2cccc(F)c2)s1)NCc1ccco1	-5	-21	5	0	4	7	9	-2	3
OC1CCN(c2c3c(nc4cc(-c5ccc(F)cc5)nn24)CCC3)CC1	6	-1	-1	5	1	3	7	1	27
CCC(Sc1nc2cc3c(cc2c(=O)n1Cc1ccco1)OCO3)C(=O)Nc1cccc(OC)c1 (stereo unspecified)	8	-7	2	-1	1	7	-7	0	-6
O=C(CCC(=O)OCC(=O)c1ccc(Cl)cc1Cl)Nc1cccc2cccnc12	7	1	5	3	3	6	-1	1	7
CC(=O)c1cccc(CN2CCCC(N3CCN(c4ccccc4F)CC3)C2)c1 (stereo unspecified)	-4	3	-2	-2	-2	6	-3	-5	5
COc1ccccc1C(CNC(=O)C(CCSC)NS(=O)(=O)c1ccccc1F)N1CCCC1 (stereo unspecified)	4	8	11	0	1	3	2	5	3
O=[N+]([O-])c1ccc(OCCCCCN2CCOCC2)cc1	3	1	5	-1	1	12	2	4	2
O=C(O)c1nc(NCCc2ccccc2)ncc1Cl	2	2	17	-4	5	5	5	-1	2
Cc1ccc([N+](=O)[O-])cc1N=C(c1cccc([N+](=O)[O-])c1)N1CCOCC1	-1	4	5	0	-3	5	4	1	9
COc1cccc(CN(C)S(=O)(=O)c2ccccc2Br)c1	/	/	0	/	4	6	-6	/	/
COc1ccccc1N1CCN(C(=O)C(C)NC(=O)c2ccco2)CC1 (stereo unspecified)	2	/	4	0	-4	7	-1	4	13
CNC(=O)c1ccc(S(=O)(=O)c2ccc(Cl)cc2)c(NC(C)=O)c1	3	-1	6	3	2	9	6	-5	-6
O=C(Nc1ncc2c(n1)-c1ccccc1OC2)c1ccccc1Cl	3	-1	0	0	2	3	-6	5	6
S=C(c1c[nH]c2ccccc12)N1CCCC1	-5	-2	1	-5	2	8	2	2	3
Cc1ccccc1-n1c(=O)[nH]c(=O)c2c(N)c(C(=O)c3ccc(Cl)cc3)sc21	0	0	3	-3	-1	-2	10	7	15
CSc1nc(NCc2ccccc2)c2c3c(sc2n1)CN(C)CC3	-5	-1	1	-2	1	8	6	-2	-11
O=C1CC2CS(=O)(=O)CC2N1c1ccc(Oc2ccccc2)cc1 (stereo unspecified)	0	10	2	2	4	7	3	-3	5
COc1ccc(N(CC(=O)N/N=C/c2ccc3c(c2)OCO3)S(=O)(=O)c2ccccc2)cc1	0	-2	/	-1	-3	/	0	3	-12
COc1cc2c(cc1OC)CN(C(=O)/C=C/c1ccc([N+](=O)[O-])cc1)CC2	4	0	7	1	3	-1	6	10	2
CC(=O)NS(=O)(=O)c1ccc(NC(=O)COc2cccc3c2OC(C)(C)C3)cc1	5	0	3	-1	6	6	6	-4	1
CCC(C)C(NC(=O)C(CC(C)C)NC(=O)C(CO)NC(=O)C1CCC(=O)N1)C(=O)OC (stereo unspecified)	0	1	0	-1	-1	7	-3	2	18
CC1CN(c2ccc(NC(=O)c3ccco3)cc2C(=O)O)CC(C)O1 (stereo unspecified)	-7	-2	-1	0	7	14	2	-1	-4
COc1ccc(NC(=O)CNC(=O)Cn2c(C)cc3ccccc3c2=O)cc1OC	-5	-2	6	0	1	7	0	-1	16
Cc1cc(C(C)(C)C)cc(C)c1Cn1c2[n+](c3ccc(C(F)(F)F)cc31)CCCCC2	4	-4	-1	3	-6	4	2	3	38
CCNC(=S)N/N=C/c1ccco1	3	-3	2	2	5	5	-2	3	6
COC(=O)C1=C(C)NC(=O)/C1=C\c1ccc2c(c1)OCO2	3	4	-2	4	-3	1	1	1	-1
O=C(NCc1ccc(Cl)cc1)C1CCCN(S(=O)(=O)c2cnc[nH]2)C1 (stereo unspecified)	0	1	7	2	3	5	0	-1	1
COc1cc(OC)cc(C(C(=O)NCc2ccccc2)N(Cc2ccco2)C(=O)c2ccno2)c1 (stereo unspecified)	-7	-1	-2	-6	-9	-9	7	-1	-10
COc1ccccc1OS(=O)(=O)c1ccc(NC(C)=O)cc1	0	14	2	-2	0	8	-1	-3	1
Cc1ccc(N2CCN(C(=O)c3cn(CC4CCCCC4)nn3)C(C)C2)cc1 (stereo unspecified)	5	4	-4	0	-1	12	21	6	7
CCOc1c(C)cc(-c2ncccc2O)cc1C	-2&4	-6&8	2&4	-2&1	-6&4	17&7	4&2	9&4	-8&-2
Cc1ccc2oc(-c3cccc(NC(=O)c4cc(-n5cnnc5)ccc4Cl)c3)nc2c1	-14	-5	-2	-9	-7	-12	-4	-14	7
COc1cc(C(=O)N2CCN(c3ccccc3Cl)CC2)ccc1OCC(=O)N1CCOCC1	6	/	4	-2	1	6	4	-1	19
CC(C)=CCC/C(C)=C/CNC(=O)C[C@H]1C[C@H](C(=O)N2CCOCC2)[C@@]2(C)c3[nH]c4ccc(Cl)cc4c3CCN2C1=O	/	/	6	/	0	1	15	/	/
COc1cc(NC(=O)CCNC(=O)Cn2cnc3sc4c(c3c2=O)CCCC4)cc(OC)c1OC	-8	-1	0	-6	3	3	1	2	-5
O=C(CSc1ncnc2ccccc12)NCc1ccco1	1	-11	2	3	5	16	-2	-10	10
O=C(NCc1ccco1)c1ccc(C(=O)NCc2ccco2)s1	8	-2	1	2	3	-4	0	0	5
Cc1ccc(S(=O)(=O)Nc2cccc(-c3ccc4nncn4n3)c2)cc1	-5	-1	14	0	-2	6	5	15	-1

The final 2 records of the part before are carried over, then new ones follow:
SMILES	LYPLA2 inh	GSTO1 counter	PAFAH1B2 FP inh	LYPLA1 inh	PAD4 FP inh	PAFAH1B3 inh	pPAFAH inh	PME-1 primary	PREPL inhibitor
O=C(NCc1ccco1)c1ccc(C(=O)NCc2ccco2)s1	8	-2	1	2	3	-4	0	0	5
Cc1ccc(S(=O)(=O)Nc2cccc(-c3ccc4nncn4n3)c2)cc1	-5	-1	14	0	-2	6	5	15	-1
Cc1cc(NC(=O)NC2CC(=O)N(c3ccc4c(c3)OCCO4)C2)no1 (stereo unspecified)	7	7	3	1	-5	-4	7	0	-1
O=C(NC(=S)Nc1ccccc1N1CCOCC1)c1ccc(Br)cc1	-6	-2	3	-6	7	9	2	2	3
O=C(CSc1ccccc1)Nc1ccc(S(=O)(=O)NCC2CCCO2)cc1 (stereo unspecified)	10	-3	12	-1	2	-1	0	-1	5
Nc1ccc(OCc2ccco2)cc1	0	-5	-1	-1	0	4	6	10	10
Cc1occc1C(=O)Nc1ccc(S(=O)(=O)N2CCCC2)cc1	-2	-8	0	-2	1	13	5	4	8
COCc1[nH]nc2c1C(c1ccc(OC)cc1)C(C#N)=C(N)O2 (stereo unspecified)	-8	17	4	-4	-1	1	1	-5	18
O=C(O)c1cc(=O)c2ccccc2[nH]1	1	-2	1	-1	0	7	2	1	-3
Cc1ccc(S(=O)(=O)NCc2ccccc2)cc1C(=O)NC1CCC(C)CC1 (stereo unspecified)	-2	-2	5	-6	-4	3	7	1	-3
CCNS(=O)(=O)c1ccc(CCC(=O)N2CCN(c3ccccc3)CC2)cc1	1	6	3	5	2	4	5	-1	-8
COc1cc(/C=C/C(=O)Nc2cc(S(=O)(=O)N3CCOCC3)ccc2N2CCCC2)cc(OC)c1OC	-1	9	1	-1	0	-1	2	1	26
Cc1ccn2cc(CCNC(=O)c3ccc(Br)o3)nc2c1	-4	23	1	0	-5	2	10	9	0
CC(C)=CCN1CCN(CCCc2ccccc2)CC1CCO (stereo unspecified)	1	-2	1	0	-3	-5	6	4	14
O=C(c1ccccc1-c1nc2ccccc2[nH]1)N1CCCCC1	-3	0	6	-3	1	-2	0	2	-4
CCn1cc(C(=O)NCCCOC(C)C)c(=O)c2cc(S(=O)(=O)N3CCOCC3)ccc21	4	4	2	6	7	7	6	4	10
Cc1ccc(-n2ncc3c2CC(C)(C)CC3NC(=O)CCc2ccncc2)cc1 (stereo unspecified)	-7	-7	2	1	-2	-2	2	-3	-7
NS(=O)(=O)c1ccc(CCNC(c2ccccc2)c2ccccc2)cc1	3	5	8	-4	1	2	10	7	2
Cc1cc(C)n2c(SCC(=O)Nc3cc(C)on3)nnc2n1	11	-4	6	2	-1	4	-4	1	0
COc1ccc(NC(=O)c2sc3ncn(CC(=O)N4CCN(c5ccccn5)CC4)c(=O)c3c2C)cc1OC	-2	-3	2	-1	8	0	-1	-8	58*

High-throughput results from PubChem.
